Screens from PubChem BioAssay.
EPAC1 antagonist: qHTS for Antagonist of cAMP-regulated guanine nucleotide exchange factor 3 (EPAC1): primary screen. EPAC1 GEF assay, Rap1b-BODIPY-GDP exchange fluorescence. Potency, µM (highest dose often 115 µM), for the others: at the top dose activity change, negative = inhibition, usual class: inhibitors. 360,000 tested, 0.14% active;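 also: potency is read from the fitted curve at half-maximal effect; plate controls were vehicle for no effect and positive control for full effect; nearly all actives have a fitted effect of over 50% in size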
PTHR1 agonist: qHTS for PTHR1 Agonists: Primary Screen; HEK293 GP2 PTHR1 cells, GloSensor cAMP luminescence, 1 h; Potency, µM (top dose mostly 115 µM), for the others: top-dose activation, most hits filed as activators; 410,000 tested, 0.075% active; also: potency is read from the fitted curve at half-maximal effect; nearly all actives have a fitted effect of over 55% in size; some results filed as inactive show a strong effect at the top dose; inactives centre near -15; many of its hits are not listed in these tables
Target sequence (Q03431 whole entry, looked up): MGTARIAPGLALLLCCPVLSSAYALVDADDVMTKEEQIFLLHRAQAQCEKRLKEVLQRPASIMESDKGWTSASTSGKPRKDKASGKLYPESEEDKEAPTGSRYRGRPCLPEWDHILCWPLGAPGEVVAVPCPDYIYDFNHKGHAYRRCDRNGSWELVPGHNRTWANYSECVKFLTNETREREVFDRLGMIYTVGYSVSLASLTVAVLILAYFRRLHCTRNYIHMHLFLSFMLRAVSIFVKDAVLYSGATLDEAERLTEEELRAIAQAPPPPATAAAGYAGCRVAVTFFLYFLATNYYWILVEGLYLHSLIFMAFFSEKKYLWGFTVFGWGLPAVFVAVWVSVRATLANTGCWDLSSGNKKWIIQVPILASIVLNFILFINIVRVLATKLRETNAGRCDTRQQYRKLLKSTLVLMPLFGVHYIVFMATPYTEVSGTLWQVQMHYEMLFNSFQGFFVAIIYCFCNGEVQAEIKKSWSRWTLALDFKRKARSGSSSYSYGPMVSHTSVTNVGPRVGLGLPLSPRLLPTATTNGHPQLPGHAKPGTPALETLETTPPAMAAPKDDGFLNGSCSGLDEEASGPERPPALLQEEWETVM
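HEK-293-derived GP2 cells expressing PTHR1 and a GloSensor cAMP reporter, 3,000/well, plated overnight, given luciferin plus IBMX (each 0.5 mM as added) for 1 h at 37 °C, then compound for 1 h at 37 °C. Luminescence was read after 15 min at room temperature.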
HEK293 tox: qHTS of GLP-1 Receptor Inverse Agonists: Cytotox Screen | HEK293 cAMP-luciferase reporter cells, luminescence, 24 h | Potency, µM (top dose mostly 38.3 µM), without a hit: top-dose activity change, negative = inhibition, most hits filed as inhibitors | 410,000 tested, 0.13% active | AID 624418, 2012;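 also: loss of luciferase light is scored as toxicity; potency is read from the fitted curve at half-maximal effect; % is scaled to controls: 0 for no effect and ±100 for the full control effect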
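1536-well qHTS counterscreen of the MLSMR; 200 cells/uL, 12 h pre-incubation, 23 nL cpd, 24 h at 37 deg C 5% CO2, luciferase detection reagent, 12 min RT, luminescence. Inhibition = undesired.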
GLP-1R inv ag: qHTS of GLP-1 Receptor Inverse Agonists (Inhibition Mode). Glucagon-like peptide 1 receptor (Homo sapiens), P43220. HEK293 GLP-1R CRE-luciferase, luminescence, 24 h; GLP-1R form is constitutively active. Potency, µM (series often up to 38.3 µM), inactives show at the highest dose activity change, negative = inhibition, hits mostly inhibitors. 410,000 tested, 1.6% active. AID 624417, 2012; also: potency is read from the fitted curve at half-maximal effect; % is scaled to controls: 0 for no effect and ±100 for the full control effect; nearly all actives have a fitted effect of over 55% in size
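HEK293 cells stably co-expressing a cAMP-responsive luciferase reporter and constitutively active GLP-1R were seeded, incubated 12 h, then exposed to compounds for 24 h at 37 C. Luminescence was read 12 min after detection reagent; inverse agonists lower signal.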
IL2 activator: qHTS of IL-2 Activators. IL-2 activation reporter assay, cell-based qHTS; stimulated with anti-CD3/CD4/CD28 beads; in transgenic mouse T cells. activation, % (series mostly up to about 46 µM). 360,000 tested, 0.065% active. AID 652025, 2013; in the data active = activation above about 50%; inconclusive = mostly about 30% to 49%; also: 0% is about no effect
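Readout: EGFP and DsRed signals by fluorescent plate cytometry. Unstimulated transgenic mouse T cells received compound 60 min before antibody-bead stimulation, then incubated 18 h at 37 degrees C.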
GLP1R ag: qHTS of GLP-1 Receptor Agonists | AID 624172, 2012 | 380,000 tested, 0.007% active | Potency, µM (titrated, usually from 45.6 µM), for the others: top-dose activation, hits mostly activators | Glucagon-like peptide 1 receptor (Homo sapiens), P43220 | HEK293 GLP-1R CRE-luciferase, luminescence, 4-6 h; cells express a hypersensitive GLP-1R form; also: potency is read from the fitted curve at half-maximal effect; % of control where 0% means no effect
PLK1 PBD inh: qHTS for Inhibitors of PLK1-PDB (polo-like kinase 1 - polo-box domain): Primary Screen; 360,000 tested, 2.8% active; Potency, µM, for inactives: max response, negative = inhibition, hits mostly inhibitors; Plk1 PBD binding of FITC phosphopeptide, fluorescence polarization; also: potency is read from the fitted curve at half-maximal effect; series mostly up to about 57 µM; % is scaled to controls: 0 for no effect and ±100 for the full control effect; nearly all actives have a fitted effect of over 65% in size
EPAC1 ag: qHTS for Agonist of cAMP-regulated guanine nucleotide exchange factor 3 (EPAC1): primary screen | Potency, µM (series often up to 154 µM), for inactives: at the highest dose activation, hits mostly activators | EPAC1 agonist qHTS, biochemical assay; response scale: 100% = response to 6.5 mM cAMP | 360,000 tested, 0.073% active | AID 720707, 2013 | Rap guanine nucleotide exchange factor 3 (Homo sapiens), O95398; also: potency is read from the fitted curve at half-maximal effect; nearly all actives have a fitted effect of over 60% in size
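Fluorescent GDP-exchange assay: 100 nM EPAC1 with 250 nM Rap1B preloaded with BODIPY-GDP and 50 uM GDP; compounds tested as concentration series, 5 min at room temperature, then read every 5 min for 30 min (ex 480/em 540 nm); normalized to 6.5 mM cAMP.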
PI5P4Ka inh: qHTS for Inhibitors of phosphatidylinositol 5-phosphate 4-kinase (PI5P4K); AID 652105, 2013; PI5P4Kalpha enzyme, ADP-Glo luminescence, 60 min; hits give low values; max response, %; Phosphatidylinositol 5-phosphate 4-kinase type-2 alpha (Homo sapiens), P48426; 330,000 tested, 1.2% active; active = max response of -50% or lower; inconclusive = between -30% and -50%; inactive = -30% or higher; also: value at the top dose of about 77 µM; % is scaled to controls: 0 for no effect and ±100 for the full control effect
Target sequence (P48426 whole entry, looked up): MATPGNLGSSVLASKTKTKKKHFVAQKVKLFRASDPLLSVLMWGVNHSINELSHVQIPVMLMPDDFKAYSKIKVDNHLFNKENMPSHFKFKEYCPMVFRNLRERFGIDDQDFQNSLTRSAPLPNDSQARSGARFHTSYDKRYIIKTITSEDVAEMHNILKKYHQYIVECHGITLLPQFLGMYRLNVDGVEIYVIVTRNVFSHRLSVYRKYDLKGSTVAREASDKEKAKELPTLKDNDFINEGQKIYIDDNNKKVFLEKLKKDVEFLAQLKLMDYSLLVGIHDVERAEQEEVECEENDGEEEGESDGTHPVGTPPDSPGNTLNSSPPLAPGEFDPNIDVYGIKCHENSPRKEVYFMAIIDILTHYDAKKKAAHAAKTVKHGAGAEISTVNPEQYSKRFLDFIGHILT
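qHTS, 1536-well: enzyme/substrate mix, compound by pin tool, 5 microM ATP final; RT 60 min; ADP-Glo reagents 1 (45 min) then 2 (30 min); luminescence.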
Numbers without * were called inactive; i = inactive; ? = inconclusive; nt = not tested or not shown; [ ] = dose if it differs, or a comment. Unless noted, calls follow the shape of the dose curve; as a rule, active = well fitted curve in the direction sought with a large enough effect; inconclusive = small, poorly fitted or top-dose-only effect, or another doubt; inactive = no such curve, though single readings can be large; an effect the other way counts as inactive or inconclusive.

SMILES | EPAC1 antagonist | PTHR1 agonist | HEK293 tox | GLP-1R inv ag | IL2 activator | GLP1R ag | PLK1 PBD inh | EPAC1 ag | PI5P4Ka inh
Cc1ccc(NC(=O)CN(C)Cc2ccc(Cl)cc2)cc1 | 2% | -33%[inhibitor] | -1% | -27% | -0.7 | 0% | 3% | -4% | 7
CC(C)C(Nc1ncnc2c1oc1ccccc12)C(=O)O (stereo not drawn) | 7% | i | 12% | 17% | 0.2 | -2% | 1% | -10% | -7
CC(C)(C)NC(=O)NC(=O)CN1CCN(S(=O)(=O)c2ccc3c(c2)CCCC3)CC1 | -9% | -20% | 1% | ? | -0.1 | 3% | 0% | 56µM* | 3
CCn1nc(CC(=O)Nc2nnc(CC(=O)N3CCCCC3)s2)c2ccccc2c1=O | -10% | i | 5% | 5% | -0.8 | 0% | 1% | -1% | 3
CC(C)(C)n1ncc2c(=O)n(CC(=O)NCc3ccccc3)cnc21 | -4% | -15%[57.5 µM] | ? | 4.5µM* | 0.3 | -14% | -8% | 6% | -5
O=C(O)C1CCCCC1C(=O)NCCc1c[nH]c2ccccc12 (stereo not drawn) | 3% | i | 7% | 8% | 0.0 | 4% | -13% | 7% | -5
COC(=O)c1ccc(Cn2c(O)c(N=O)c3ccccc32)o1 | 13% | i | 10% | 25% | -1.4 | 2% | -7% | 2% | -7
COCCCNc1nc2ccccc2nc1NS(=O)(=O)c1cccs1 | -1% | -30%[inhibitor][57.5 µM] | -2% | 12% | -0.7 | 0% | -2% | -8% | 0
COc1cccc(CNc2ccc3c(c2)nc(C)n3C)c1OC | -25% | -14% | 0% | 12% | 0.2 | 13% | -8% | -2% | -6
CC(=O)c1c(C)[nH]c(C(=O)COC(=O)Cc2ccccc2F)c1C | 9% | -92%[inhibitor] | -23% | 13% | 0.1 | 1% | 1% | -7% | 3
O=[N+]([O-])c1ccc(N/N=C/c2c[nH]c3ccccc23)c(S(=O)(=O)Nc2ccc(Cl)cc2)c1 | 13% | -10%[57.5 µM] | 35%[activator] | ? | 1.8 | -7% | 9% | 15% | nt
COC(=O)C1CCN(C(=O)Cc2ccccc2OC)CC1 | -22% | i | 7% | -10% | 1.0 | 7% | -22% | 9% | 4
COc1ccc(NC(C)=O)cc1NS(=O)(=O)c1ccc2c(c1)OCCO2 | 0% | 20% | -1% | 6% | 0.4 | 0% | -7% | 11% | 2
CCC1CCCCN1C(=O)c1ccc(OC2CCN(C(=O)C3CC3)CC2)cc1 (stereo not drawn) | 5% | -15% | -6% | 12% | -0.4 | 18% | -4% | 6% | 1
Nc1nsnc1C(=O)NCCO | -17% | -11%[57.5 µM] | 20% | 7% | -2.4 | -9% | -10% | 8% | 1
CC1CCN(N=Nc2nc3c([nH]2)c(=O)n(C)c(=O)n3C)CC1 | -5% | i | -12% | 11% | -0.2 | 0% | 1% | 7% | 7
O=C(Nc1cccc(-c2cscn2)c1)C1CCN(Cc2ccccn2)CC1 | -21% | -34%[inhibitor] | 1% | -10% | -0.1 | 4% | -9% | -14% | 0
COC(=O)c1cc(OC)c(OC)c(OC)c1N | 0% | -7%[57.5 µM] | -3% | 4% | 0.0 | -8% | 2% | 0% | 1
COc1ccc(C(=O)N2CCN(C)C(=O)[C@@H]2C)cc1OC1CCN(C(C)=O)CC1 | 12% | i | -4% | -1% | 0.8 | -10% | -2% | 3% | 6
COc1ccc(Br)cc1/C=C/C(=O)OCC(=O)NCCc1ccc(S(N)(=O)=O)cc1 | 2% | i | -1% | -12% | 0.1 | 9% | -17% | 0% | 0
O=C(O)c1cc(NS(=O)(=O)c2ccc(NC3CCCCC3)c([N+](=O)[O-])c2)cc(C(=O)O)c1 | 0% | ? | -9% | 11% | -2.1 | -2% | -3% | -3% | -5
CCN1CCN(CCCNC(=O)c2cc3c(=O)[nH]c4ccccc4c3s2)CC1 | 6% | -28%[57.5 µM] | -4% | 6% | -1.9 | 8% | -1% | 2% | nt
Cc1ccccc1N1CCN(C2CCCN(C(=O)CCC(F)(F)F)C2)CC1 (stereo not drawn) | 13% | -25% | 2% | -22% | -0.7 | 5% | 1% | -13% | -3
C/C=C/c1ccc(OCCN2C(=O)NC(C)(C)C2=O)c(OC)c1 | -4% | -10%[57.5 µM] | 1% | 9% | 0.4 | -1% | -8% | 10% | nt
Cc1onc(-c2c(Cl)cccc2Cl)c1/C(N)=N/OC(=O)C1CC1 | -6% | -9% | 11% | -23% | 2.0 | 4% | 2% | 3% | 3

Looked up by compound from above, 2 records:
SMILES | EPAC1 antagonist | PTHR1 agonist | HEK293 tox | GLP-1R inv ag | IL2 activator | GLP1R ag | PLK1 PBD inh | EPAC1 ag | PI5P4Ka inh
COC(=O)C1CCN(C(=O)Cc2ccccc2OC)CC1 | -22% | i | 7% | -10% | 1.0 | 7% | -22% | 9% | 4
CC(C)C(Nc1ncnc2c1oc1ccccc12)C(=O)O (stereo not drawn) | 7% | i | 12% | 17% | 0.2 | -2% | 1% | -10% | -7

Next entries
SMILES | EPAC1 antagonist | PTHR1 agonist | HEK293 tox | GLP-1R inv ag | IL2 activator | GLP1R ag | PLK1 PBD inh | EPAC1 ag | PI5P4Ka inh
Cc1cc(C)c(C)c(S(=O)(=O)N2CCC(C(=O)N3CC(C)CC(C)C3)CC2)c1C (stereo not drawn) | -4% | i | 7% | -38% | -2.1 | 1% | -9% | -2% | 11
Cc1ccc(/C=N/NC(=O)C(NC(=O)c2ccccc2)c2n[nH]c(=O)c3ccccc23)cc1 (stereo not drawn) | -15% | -13%[57.5 µM] | -18% | 11% | -0.1 | 1% | 1% | 5% | 3
Cc1cc(C)c(C)c(OCCOCCN2CCN(C)CC2)c1 | -12% | i | -3% | ? | 0.9 | -4% | 0% | 11% | 2
CC#CC(=O)N1CCC(C(=O)Nc2ccc(Oc3ccccc3)nc2)CC1 | 16% | i | -10% | -12% | -2.8 | -2% | -10% | 2% | 0
Cc1cc(NC(=O)/C=C/C(=O)N(CC(=O)NC2CCCC2)c2cccc3ccccc23)no1 | -9% | i | 5%[0.307 µM] | 3%[0.307 µM] | 0.6 | 2% | -1% | 14% | 1
O=C(Nc1cccc(C(=O)O)c1)/C(=C/c1ccccc1)NC(=O)c1cccc(Br)c1 | -5% | -16% | 7% | 10% | 0.0 | -5% | 7% | -5% | 1
O=C1CC(Cc2ccc(Cl)cc2)C(=O)N1c1ccncc1 (stereo not drawn) | -2% | -25%[57.5 µM] | -3% | 2% | 2.1 | 1% | -2% | -4% | 7
O=C(c1ccc(NC2=NC3CS(=O)(=O)CC3S2)cc1)N1CCN(c2ccc([N+](=O)[O-])cc2)CC1 (stereo not drawn) | -20% | i | -24% | 5% | -2.8 | -5% | -14% | -10% | -3
Cc1cccc(-c2nnc(NC(=O)c3ccco3)s2)c1 | 2% | i | -6% | 23% | -1.8 | 2% | -1% | -5% | -3
CC(O)C(=O)N/N=C/c1cccc2ccccc12 (stereo not drawn) | -4% | i | -13% | 9% | -1.7 | 1% | -1% | 4% | -8
CC(c1nccs1)N(C)C(=O)c1cn(Cc2cccc3ccccc23)nn1 (stereo not drawn) | -7% | -12% | -5% | -7% | -0.4 | 6% | -8% | -1% | 2
CC1CCN(C(=O)N[C@@H](Cc2ccccc2)C(=O)O)CC1 | 16% | i | 8% | -6% | 1.0 | -4% | -9% | 5% | -5
Cc1ccc(-n2nc3c(=O)n(CC(=O)NC4CCCCCC4)nc(C)c3c2C)cc1 | -4% | i | 5% | -20% | -0.1 | 18% | ? | -8% | 0
Cc1ccc(CNCCCSc2nc(C)cc(C)n2)cc1 | 5% | -14% | 4% | -14% | -0.4 | -5% | -1% | 12% | -2
COc1ccc(OC)c(S(=O)(=O)Nc2cnc3ccccc3c2)c1 | 2% | -16% | -13% | -19% | -1.9 | 1% | -3% | -1% | -1
Cc1cccc(N2C(=S)NC3c4cc(Cl)ccc4OC2(C)C3C(=O)N(C)C)c1 (stereo not drawn) | 6% | i | 1%[7.66 µM] | -5%[7.66 µM] | 1.7 | 0% | 3% | 3% | 3
Cc1cc(Nc2ccccc2Br)n2nc(C)nc2n1 | -14% | i | -29% | 76%[activator] | 0.7 | 5% | ? | -6% | 3
Cn1c(CNC(=O)c2cccs2)nnc1SCC(=O)Nc1ccccc1 | -14% | i | -10% | 11% | 0.4 | -1% | -5% | 6% | 0
CC(C)C1/C(=N/O)CC(c2ccccc2)NC1c1ccccc1 (stereo not drawn) | -5% | -2% | -3% | ? | -4.5 | 12% | -10% | 3% | 3
CCc1nnc(NC(=O)CN2CCN(Cc3ccc(C)cc3)CC2)s1 | -14% | -23% | 3% | -2% | 0.4 | -5% | -15% | -1% | 1
O=C(CN1CCCCCC1)Nc1ccccc1F | 8% | i | 2% | ? | 2.4 | 7% | -8% | 9% | 0
O=C(NC1CCN(Cc2ccccc2)CC1)c1cccc(NS(=O)(=O)c2ccc(Br)cc2)c1 | 1% | -16% | -27% | 11µM* | -0.4 | 0% | -4% | 11% | 0
COc1ccc(CCNC(=O)CNC(=O)c2ccc(Br)o2)cc1OC | 9% | i | -3% | 46%[activator] | -0.9 | -7% | -1% | -6% | 2
CC(c1ccon1)N(C)Cc1c(C(=O)N(C)Cc2ccccc2)nc2ccccn12 (stereo not drawn) | 6% | i | -11% | -8% | -2.3 | 26% | -23% | 0% | 2

A portion of the library; the hit share may differ from the screen's.
